EBI2 block: antagonists of human EBI2 receptor | 360,000 compounds, 0.81% hits | inhibition, % at 5 µM | AID 651636 | EBI2 beta-arrestin recruitment, luminescence, 7a,25-OHC stimulated | P32249; in the data active = inhibition above about 38%;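 also: enzyme fragment complementation signal reports receptor beta-arrestin coupling in cells; 0% = agonist plus DMSO wells and 100% = wells without agonist; some results beyond the cut were filed as inactive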
Target sequence (P32249 whole entry, looked up, the tested form may be a part): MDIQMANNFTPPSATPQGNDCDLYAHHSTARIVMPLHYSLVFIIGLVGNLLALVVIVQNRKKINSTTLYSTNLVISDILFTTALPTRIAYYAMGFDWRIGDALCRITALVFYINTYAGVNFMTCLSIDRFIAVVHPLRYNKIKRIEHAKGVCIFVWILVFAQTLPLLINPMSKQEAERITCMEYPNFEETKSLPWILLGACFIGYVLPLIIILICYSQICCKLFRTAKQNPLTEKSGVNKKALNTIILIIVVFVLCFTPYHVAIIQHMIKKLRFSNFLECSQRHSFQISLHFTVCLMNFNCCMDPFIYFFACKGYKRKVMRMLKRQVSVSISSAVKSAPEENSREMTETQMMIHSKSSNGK
CXCR6 block: blocks human CXCR6 beta-arrestin recruitment; O00574; CHO-K1 PathHunter CXCR6 beta-arrestin, luminescence; inhibition, % at 20 µM; 360,000 compounds, 0.36% hits; in the data active = inhibition above about 34%, passing the limit was not always enough;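 also: antagonist mode with CXCL16 agonist at 10 nM final; 0% = 10 nM CXCL16 with DMSO and 100% = unstimulated wells without agonist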
Target sequence (O00574 whole entry, looked up): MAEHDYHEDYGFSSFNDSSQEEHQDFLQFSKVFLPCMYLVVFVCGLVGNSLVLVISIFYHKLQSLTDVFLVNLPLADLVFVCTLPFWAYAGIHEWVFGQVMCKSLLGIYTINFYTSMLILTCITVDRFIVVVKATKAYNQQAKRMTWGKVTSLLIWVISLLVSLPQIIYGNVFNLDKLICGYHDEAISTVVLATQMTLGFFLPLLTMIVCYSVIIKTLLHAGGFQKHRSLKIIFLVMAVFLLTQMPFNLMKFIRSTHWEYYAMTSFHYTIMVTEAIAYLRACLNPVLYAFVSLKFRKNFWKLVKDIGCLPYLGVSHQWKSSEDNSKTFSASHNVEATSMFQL
Starred values were filed as active, the others as inactive; & = joins results of further samples. An excerpt; count on the stated rates, not on these rows.

Results follow in this order: EBI2 block, CXCR6 block
1	CC(C)C[C@H]1CNC(=S)N1C[C@H]1CCCN1C[C@H](CC(C)C)N1C[C@H](Cc2ccccc2)N(CCc2ccccc2)C1=S
 : 32, 15
2	CCOC(=O)C1(C)CCCN(C(=O)c2cccnc2SC)C1 (stereo not given)
 : 3, 0
3	C=CCSc1nnc(NC(=O)c2ccc3c(c2)OCCO3)s1
 : -7, 4
4	COc1cccc(CNC(=O)c2cc3c(c(-c4cccc(-c5cccc(C#N)c5)c4)n2)[C@H](CCO)N(S(=O)C(C)(C)C)C3)c1 (stereo not given in full)
 : 34, 0
5	COc1ccccc1Cc1c(-c2ccco2)nc2c3ccccc3ccn12
 : 12, 4
6	C=CCOc1ccc(C2NC(=O)c3ccccc3O2)cc1OC (stereo not given)
 : -3, 6
7	CCCCn1nnnc1C1(C)CCC(=O)N1Cc1ccc(OC)c(OC)c1 (stereo not given)
 : -7, -4
8	C=CCC[C@H](CCCCC)OC(=O)/C=C/[C@H](O)[C@@H](O)C[C@H](O)CC=C
 : -2, 0
9	Nc1nc2cc(Cl)ccc2cc1C(=O)NCCCc1ccccc1
 : -1, -10
10	CCCCNC(=O)C1(C)CCN1Cc1cccc2c(OC)cc(C(=O)OCC)cc12 (stereo not given)
 : 27, 27
11	COC(=O)C[C@@H]1C[C@@H]2c3cc(NS(=O)(=O)c4ccc(F)cc4)ccc3O[C@@H]2[C@@H](CO)O1
 : -5, 1
12	O=C(NCc1cccs1)C1Cc2c(-c3ccc(Cl)cc3)ccnc2O1 (stereo not given)
 : -14, 0
13	CCc1nc2c(OCCn3cccc3)cccn2c1N(C)C(=O)c1ccc(C)cc1
 : -6, 4
14	CC(CO)NS(=O)(=O)c1cccc(Cl)c1F (stereo not given)
 : -2, 3
15	CN(C)C(CNC(=O)C1CC(=O)N(c2cccc(C(F)(F)F)c2)C1)c1ccccc1 (stereo not given)
 : -7, 1
16	COc1ccc(C2NC(=O)c3ccccc3N2)c(OC)c1OC (stereo not given)
 : 5, -8
17	COc1ccc(OC)c(CN2CCN(C(=O)c3cccc(S(=O)(=O)N(C)c4ccccc4)c3)CC2)c1
 : 4, 3
18	O=C(c1cccs1)N1C[C@@H](O)[C@H](n2cc(C3CC3)nn2)C[C@@H]1c1ccc(Cl)cc1
 : 3, 9
19	COc1cccc(C(c2nnnn2C2CCCC2)N2CCN(C/C=C/c3ccccc3)CC2)c1OC (stereo not given)
 : 15, 14
20	CCCS(=O)(=O)NC(=O)C1(C)CCCN(C(=O)c2ccccc2OC)C1 (stereo not given)
 : -6, -2

Retrieved by compound from above:
Results follow in this order: EBI2 block, CXCR6 block
16	COc1ccc(C2NC(=O)c3ccccc3N2)c(OC)c1OC (stereo not given)
 : 5, -8
18	O=C(c1cccs1)N1C[C@@H](O)[C@H](n2cc(C3CC3)nn2)C[C@@H]1c1ccc(Cl)cc1
 : 3, 9
7	CCCCn1nnnc1C1(C)CCC(=O)N1Cc1ccc(OC)c(OC)c1 (stereo not given)
 : -7, -4
8	C=CCC[C@H](CCCCC)OC(=O)/C=C/[C@H](O)[C@@H](O)C[C@H](O)CC=C
 : -2, 0
6	C=CCOc1ccc(C2NC(=O)c3ccccc3O2)cc1OC (stereo not given)
 : -3, 6
3	C=CCSc1nnc(NC(=O)c2ccc3c(c2)OCCO3)s1
 : -7, 4

Grouped by structure, the entries above with two or more sulfur atoms
Results follow in this order: EBI2 block, CXCR6 block
1	CC(C)C[C@H]1CNC(=S)N1C[C@H]1CCCN1C[C@H](CC(C)C)N1C[C@H](Cc2ccccc2)N(CCc2ccccc2)C1=S
 : 32, 15
3	C=CCSc1nnc(NC(=O)c2ccc3c(c2)OCCO3)s1
 : -7, 4

Next part.
Results follow in this order: EBI2 block, CXCR6 block
21	CCCCn1nnnc1C(c1cc2ccccc2o1)N1CCN(c2ccncc2)CC1 (stereo not given)
 : -9, 0
22	CCOc1ccc(Cl)cc1-c1cc(C(=O)NCc2cccc(C(F)(F)F)c2)[nH]n1
 : 3, 3
23	Cc1ccc(CCNC(=O)CN2C(=O)CSc3ccc(S(=O)(=O)N4CCOCC4)cc32)cc1
 : 3, -4
24	COc1ccc(C)cc1NC(=O)ON=C1CCCCC1
 : -6, 1
25	FC(F)(F)c1ccccc1-c1ccc2nncn2c1
 : -5, -2
26	Cc1ccc(Cc2c(-c3ccco3)nc3c(C)cc(Br)cn23)cc1
 : 29, 13
27	O[C@@H]1CN(Cc2cccs2)[C@@H](c2ccc(Cl)cc2)C[C@H]1n1cc(-c2ccc(F)cc2)nn1
 : 16, 3
28	Nc1ccc(S(=O)(=O)Nc2nc(-c3ccccc3)cc(-c3ccccc3O)n2)cc1
 : 16, -2
29	COc1ccc(NC(=O)C2(C)CCN2Cc2ccc(SC)cc2)cc1OC (stereo not given)
 : 7, 2
30	O=C(NCc1nnnn1-c1ccc(F)cc1)c1ccc2c(c1)OCO2
 : -8, 2
31	O=C(C(=O)N1CCN(c2ccccc2F)CC1)c1cn(CC(=O)N2CCCC2)c2ccccc12
 : -7, -2
32	Cc1ccc(OC(C)C(=O)Nc2cccc(S(=O)(=O)N3CCCCCC3)c2)cc1 (stereo not given)
 : 7, 1
33	CCOc1cc(/C=C/C(=O)OCC(=O)N(CC)C2CCS(=O)(=O)C2)cc(Cl)c1OC (stereo not given)
 : -5, 6
34	CCN(CC)C(=O)c1cccc(-c2csc(C(C)(O)c3ccc(OC)cc3)n2)c1 (stereo not given)
 : 4, 4
35	O=C1NC[C@H](CC2CCCCC2)N(CCc2cc(C(F)(F)F)cc(C(F)(F)F)c2)C1=O
 : 2, 2
36	CC(C)(C)Cc1c(-c2cccc(Cl)c2)nc2ccc(Br)cn12
 : -11, 7
37	CC(=O)C1=CCC(c2ccccc2)N(S(=O)(=O)c2ccccc2C)C1 (stereo not given)
 : 0&0, -4&5
38	CCCCn1nnnc1C1(C)CCC(=O)N1CCc1ccccc1F (stereo not given)
 : -6, 0
39	CC(C)N=C1CCCC1C(=S)SSC(=S)C1CCCC1=NC(C)C (stereo not given)
 : 9, 79*
40	C#CCN(C[C@H]1[C@H](OC(=O)Nc2c(C)noc2C)[C@H](OC(=O)Nc2c(C)noc2C)C[C@@H](C(=O)OC)[C@H]1C(=O)OC)S(=O)(=O)c1ccc(C)cc1
 : 11, 4
41	CC1=C(C(=O)N(C)C)CC(CC(=O)NCCCN(C)C)C(=O)N1Cc1ccccc1 (stereo not given)
 : 1, -7
42	Cc1noc(C)c1NC(=O)N(C)C[C@@H]1OCc2ccccc2-c2c(n(C)c3ccccc23)C(=O)N([C@H](C)CO)C[C@H]1C
 : -1, -4
43	CC1C(=O)N(Cc2cn(CCC3OCCCO3)nn2)CCS(=O)(=O)N1Cc1ccc(-c2ccncc2)cc1 (stereo not given)
 : -12, -1
44	C[C@H]1CN([C@@H](C)CO)S(=O)(=O)c2ccc(Br)cc2O[C@H]1CN(C)C(=O)Cc1ccccn1
 : -13, 2
45	O=C(COC(=O)c1cc(Br)ccc1O)NCCC1=CCCCC1
 : 3, 0
46	Cc1cccc(-c2cc(NC=O)c3ncc(-c4cccc(C(=O)N(C)C)c4)n3c2)c1
 : 36, 9
47	O=C(OCc1ccccc1)N1CCCCC1c1c(Cl)cccc1Br (stereo not given)
 : 32, 11
48	COCOCCn1cc(CN2CCS(=O)(=O)N(Cc3ccc(-c4ccc(OC)c(OC)c4)cc3)C(C)C2=O)nn1 (stereo not given)
 : -5, -4
49	CC(C)C1C(=O)N(Cc2cn(CC3CCCCC3)nn2)CCS(=O)(=O)N1Cc1ccc(-c2ccc(Cl)nc2)cc1 (stereo not given)
 : 17, -9
50	O=C(COC(=O)c1ccc(O)cc1)Nc1cc(S(=O)(=O)N2CCCCCC2)ccc1Cl
 : 4, -1
51	C/C(Nc1ccc(Cl)c(Cl)c1)=C1/CCOC1=O
 : -6, -1
52	CC1(C(=O)NS(=O)(=O)c2ccccc2)CCN1C(=O)CC1CCCC1 (stereo not given)
 : 2, -5
53	CCCCC1Cc2[nH]c(=S)[nH]c(=O)c2C(c2ccc(F)cc2)O1 (stereo not given)
 : -3, 4
54	CCN(CC)S(=O)(=O)c1ccc(SCC(=O)c2c(N)n(C3CC3)c(=O)[nH]c2=O)nc1
 : -1, -5
55	Cc1ccc(CN2CCC[C@]3(N[C@H](c4ccc(C)cc4)[C@@H]4C(=O)N(C)C(=O)[C@@H]43)C2=O)cc1
 : -4, 4
56	CCCc1c(C(=O)N/N=C/c2ccc(OCc3ccc(F)cc3)cc2)nnn1-c1nonc1N
 : -2, -8
57	CCc1noc(C)c1C(=O)NCCN1C(=O)S/C(=C\c2ccccc2F)C1=O
 : -5, -2
58	Cc1ccc(S(=O)(=O)N2CCCCC2)cc1NC(=O)C1COc2ccccc2O1 (stereo not given)
 : 6, 8
59	COc1ccc(Cc2nc3ccc(C(=O)N4CCCCC4CO)cc3o2)cc1OC (stereo not given)
 : -5, 2
60	CC(C)C[C@@H]1CN(CCCC[C@H]2CNC(=O)C(=O)N2CCC2CCCCC2)C(=O)C(=O)N1Cc1ccccc1
 : 1, -3
61	CN(C)CCN1CCN(C2CN(Cc3ccc(F)cc3)S(=O)(=O)C2)CC1 (stereo not given)
 : -7, 0
62	O=C1CCCN1c1ccc([N+](=O)[O-])cc1
 : -8, -2
63	CC(NCCCSc1ccccc1)C(O)c1ccc(O)cc1 (stereo not given)
 : -10, 1
64	O=CNc1cc(-c2ccoc2)cn2c(-c3ccc(F)cc3)cnc12
 : 10, 9
65	COc1ccc(NC(=O)C[C@H]2C(=O)N(Cc3ccccc3)C[C@@H]2c2ccc(OC)cc2)cc1
 : -1, -1
66	OC[C@@H]1CN(CCN2CCOCC2)C[C@H](n2cnc3c(NCc4ccc(F)cc4)ncnc32)O1
 : 0, 3
67	N#Cc1ccc(S(=O)(=O)NC[C@H]2O[C@@H](n3ccc(N)nc3=O)[C@H](O)[C@@H]2O)cc1
 : 1, 3
68	CCOC(=O)C1(C)CCCCCN1C(=O)c1csnn1 (stereo not given)
 : 2, 4
69	C[C@@H]1CCCCO[C@H](CN(C)C(=O)Nc2ccc3c(c2)OCO3)[C@@H](C)CN([C@H](C)CO)C(=O)c2cc(NS(=O)(=O)c3ccc(F)cc3)ccc2O1
 : 11, 3
70	CCC[C@H]1CN(c2ccc(OC)cc2)C(=O)[C@@H]1CC(=O)NC
 : -4, -3
71	Cc1ccc([C@@H]2CC(=O)[C@@H]3CN(S(=O)(=O)c4ccccc4C)[C@H](c4ccc(Cl)cc4)C[C@@H]3N2S(=O)(=O)c2ccc(C)cc2)cc1
 : -5, -10
72	CC1=C(C(=O)N(C(C)C)C(C)C)CC(CC(=O)NC2CCCCC2)C(=O)N1CCCN1CCCC1=O (stereo not given)
 : -2, -5
73	O=C(NCc1ccccc1)/C(=C\c1ccc(F)cc1)NC(=O)c1ccco1
 : 0, -1
74	CCCCn1nnnc1C(c1cc2ccccc2o1)N(C)Cc1ccccc1 (stereo not given)
 : 28, 2
75	COc1ccc(C(C)(O)c2nc(-c3ccc(OC)c(OC)c3)cs2)cc1 (stereo not given)
 : 8, -2
76	COCc1cccc(-c2csc(C(NC(C)=O)c3ccc(F)c(F)c3)n2)c1 (stereo not given)
 : -9, -6
77	COc1ccc(-c2c(C#N)cnc(C)c2C)c(O)c1OC
 : -18, -3
78	CCOC(=O)N(C)[C@H]1C[C@H]2c3[nH]c4ccccc4c3CCN2C[C@H]1[C@H](C)O
 : -7, 6
79	C/C(CC(=O)Nc1ccc(N(C)C)cc1)=N\NC(=O)c1ccccc1Cl
 : -6, -4
80	COc1cc(Cl)ccc1OCc1cc(C(=O)N2CCN(C)C(=O)[C@@H]2C)no1
 : -2, -2

Going on with the list:
Results follow in this order: EBI2 block, CXCR6 block
81	CC(C)c1ccc(S(=O)(=O)NCCCN2CCOCC2)cc1
 : 2, -4
82	CC(=O)c1ccc(OC2(C)CCN(Cc3ccccc3OC(F)F)C2)cc1 (stereo not given)
 : -1, -6
83	O=S(=O)(Nc1ccccc1N1CCCC1)c1ccccc1C(F)(F)F
 : 5, 1
84	COc1cc(/C=C/CNC[C@H]2O[C@@H](n3cnc4c(N)ncnc43)[C@H](O)[C@@H]2O)ccc1O
 : -8, -7
85	CN(Cc1cccc(C(F)(F)F)c1)C(=O)[C@H]1O[C@@H](n2ccc(N)nc2=O)[C@H](O)[C@@H]1O
 : -9, 10
86	CCOC1=C2CN(S(=O)(=O)c3ccc(C)cc3)[C@H](c3cccc(Cl)c3)C[C@H]2[C@H]2C(=O)N(c3ccccc3)C(=O)[C@H]2C1
 : 7, 0
87	COc1cccc(-c2ccc(CN3C(C)C(=O)N(Cc4cn(Cc5ccco5)nn4)CCS3(=O)=O)cc2)c1OC (stereo not given)
 : 10, 4
88	CCCNC(=O)C1(C)CCCN(Cc2ccc(Cl)cc2)C1 (stereo not given)
 : -2, -2
89	COC(=O)[C@@]1(Cc2ccc(OC)cc2)[C@H]2c3cc(C(=O)N4CCCC4)n(Cc4ccccn4)c3C[C@H]2CN1C(=O)c1ccccc1
 : -16, 4
90	COc1ccc(N2c3ccccc3CN(Cc3ccccc3)CC2Cc2cc(OC)c(OC)c(OC)c2)cc1 (stereo not given)
 : 12, 2
91	N#CCC1(O)C(=O)N(Cc2ccccc2)c2ccccc21 (stereo not given)
 : -12, -2
92	CC1(C(=O)NS(=O)(=O)c2cccc(Cl)c2)CCN1C(=O)c1cccc(F)c1 (stereo not given)
 : -1, 6
93	C[C@@H]1CN([C@H](C)CO)S(=O)(=O)c2ccc(Br)cc2O[C@H]1CN(C)S(C)(=O)=O
 : -3, 5
94	CC(C)(C)NC(=O)C1(C)CCC(=O)N1C1CCN(Cc2ccccc2)CC1 (stereo not given)
 : -5, 0
95	O=C(Nc1cccc(OC(F)(F)F)c1)C1Cc2c(-c3cccc(F)c3)ccnc2O1 (stereo not given)
 : 1, -2

Source: PubChem BioAssay
